Pol kappa inh: inhibitors of human DNA polymerase kappa | Q9UBT6 | purified Pol kappa, fluorescent DNA synthesis assay, 10 min | Potency, µM (highest dose often 107 µM), for inactives: top-dose activity, negative = inhibition, usual class: inhibitors | 400,000 compounds, 0.53% hits | AID 588579; note: potency is the fitted concentration of half-maximal effect; % is set by controls: 0 for no effect and ±100 for the full control effect
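Readout: fluorescence, taken kinetically at 0 and 10 min. Conditions: 10 nM Pol kappa, 15 min RT compound preincubation, 50 nM substrate final. Controls: enzyme-free buffer wells.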
POLB inh: DNA polymerase beta (human) inhibition; P06746; Pol beta primer extension/strand displacement, fluorescence kinetic; Potency, µM (titrated, usually from 114 µM), inactives show top-dose activity change, negative = inhibition, actives largely listed as inhibitors; 340,000 compounds, 1.3% hits; AID 485314; note: potency is the fitted concentration of half-maximal effect; % is set by controls: 0 for no effect and ±100 for the full control effect
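Reaction started by 50 nM substrate onto compound-treated Pol beta (10 nM, 15 min preincubation, room temperature); plates read at 0 min and 10 min. Normalized concentration-effect data fitted by four-parameter Hill equation.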
ALOX12 inh: inhibitors of human 12S-lipoxygenase ALOX12 | P18054 | purified 12hLO, xylenol orange hydroperoxide absorbance | Potency, µM (highest dose often 108 µM), for inactives: at the top dose activity change, negative = inhibition, actives largely listed as inhibitors | 580,000 compounds, 1.1% hits; note: potency is the fitted concentration of half-maximal effect; % is set by controls: 0 for no effect and ±100 for the full control effect
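Purified human 12hLO (150 nM final) in 25 mM Hepes, 0.01% Triton X-100, pH 7.0 was preincubated 15 min at room temperature with compound. Then 40 uM arachidonic acid was added, 30 min. Hydroperoxide was read by Fe-XO absorbance ratio 573/405 nm.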
POLI inh: blocks human DNA polymerase iota activity; Q9UNA4; Pol iota fluorescent replication assay, 10 min; Potency, µM (top dose mostly 115 µM), for inactives: at the highest dose activity, negative = inhibition, actives largely listed as inhibitors; 390,000 compounds, 1% hits; note: potency is the fitted concentration of half-maximal effect
Target sequence (Q9UNA4 whole entry, looked up): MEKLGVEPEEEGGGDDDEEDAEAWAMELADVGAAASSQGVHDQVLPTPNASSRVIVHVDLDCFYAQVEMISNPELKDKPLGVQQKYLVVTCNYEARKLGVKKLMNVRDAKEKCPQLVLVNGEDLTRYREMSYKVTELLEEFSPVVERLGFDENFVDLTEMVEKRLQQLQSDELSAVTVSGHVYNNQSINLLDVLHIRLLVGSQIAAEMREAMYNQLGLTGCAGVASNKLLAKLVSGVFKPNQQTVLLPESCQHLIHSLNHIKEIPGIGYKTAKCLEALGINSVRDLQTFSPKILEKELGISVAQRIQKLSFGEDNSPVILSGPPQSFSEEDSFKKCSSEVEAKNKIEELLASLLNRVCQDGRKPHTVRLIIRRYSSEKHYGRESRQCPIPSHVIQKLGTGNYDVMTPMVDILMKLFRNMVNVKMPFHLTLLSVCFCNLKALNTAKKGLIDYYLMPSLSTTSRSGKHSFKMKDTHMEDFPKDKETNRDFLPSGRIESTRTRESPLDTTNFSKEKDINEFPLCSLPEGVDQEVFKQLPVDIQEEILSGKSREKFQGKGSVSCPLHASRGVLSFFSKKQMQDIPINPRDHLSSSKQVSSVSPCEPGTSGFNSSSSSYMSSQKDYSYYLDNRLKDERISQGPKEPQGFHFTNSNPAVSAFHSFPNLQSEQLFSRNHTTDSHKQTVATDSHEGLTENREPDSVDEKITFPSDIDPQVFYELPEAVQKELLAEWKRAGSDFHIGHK
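Pol iota at 10 nM preincubated 15 min with compounds at room temperature; reaction started with fluorescent substrate, 50 nM final. Fluorescence read kinetically at 0 and 10 min; buffer-only wells as negative control.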
APEX1 inh: blocks human APE1 abasic DNA cleavage | P27695 | Potency, µM (titrated, usually from 65.8 µM), for inactives: top-dose activity change, negative = inhibition, actives largely listed as inhibitors | recombinant APE1, TAMRA/BHQ-2 abasic DNA cleavage fluorescence | 350,000 compounds, 0.35% hits;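 note: potency is the fitted concentration of half-maximal effect; plate controls were vehicle for no effect and reference inhibitor for full effect; nearly all actives have a fitted effect of over 55% in size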
Target sequence (P27695 whole entry, looked up): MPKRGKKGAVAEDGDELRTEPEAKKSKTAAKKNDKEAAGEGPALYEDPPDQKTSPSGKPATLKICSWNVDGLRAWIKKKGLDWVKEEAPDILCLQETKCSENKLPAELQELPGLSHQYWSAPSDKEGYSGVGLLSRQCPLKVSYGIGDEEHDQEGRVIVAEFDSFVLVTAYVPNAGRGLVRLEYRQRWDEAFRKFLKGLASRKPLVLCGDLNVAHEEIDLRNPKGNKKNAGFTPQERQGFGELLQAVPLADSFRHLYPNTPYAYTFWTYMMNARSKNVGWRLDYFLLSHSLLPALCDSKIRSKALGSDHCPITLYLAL
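APE1 at 0.75 nM preincubated 15 min at room temperature with compound. Reaction then started with 50 nM double-stranded THF-abasic substrate labelled with TAMRA/BHQ-2, and 525/598 nm fluorescence read kinetically. Activity taken as third-minus-first read difference, normalized to DMSO and NSC13755 controls.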
Anesthetic bind: binds horse apoferritin like a general anesthetic | apoferritin/1-aminoanthracene competitive binding, fluorescence | P02791 | 350,000 compounds, 0.074% hits | Potency, µM (highest dose often 77.5 µM), inactives show at the highest dose activity change, negative = displacement, actives largely listed as inhibitors; note: potency is the fitted concentration of half-maximal effect; % is set by controls: 0 for no effect and ±100 for the full control effect; nearly all actives have a fitted effect of over 20% in size
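Concentration-response curves derived by four-parameter Hill fitting of normalized fluorescence, where compounds displaced 1-AMA from 10 uM horse apoferritin following a brief 10 min room-temperature incubation; propofol titration acted as positive control.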
BLM inh: blocks DNA unwinding by human BLM helicase | recombinant BLM DNA unwinding, fluorescence dequenching | Potency, µM (doses to about 56.1 µM), for the others: at the highest dose activity change, negative = inhibition, most hits filed as inhibitors | 350,000 compounds, 0.2% hits | AID 2528;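 note: potency is the fitted concentration of half-maximal effect; plate controls were vehicle for no effect and no enzyme for full effect; nearly all actives have a fitted effect of over 35% in size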
ERG-DNA inh: blocks human ERG Ets domain binding to DNA. P11308. Potency, µM (top dose mostly 76.9 µM), for the others: at the highest dose FP activity, negative = inhibition, usual class: inhibitors. fluorescence polarization, His-ERG Ets domain / labelled DNA. AID 624246. 370,000 compounds, 0.028% hits; active = well fitted inhibition curve with a large enough effect in the polarisation, with a control signal flat; inconclusive = small, poorly fitted or top-dose-only effect, or effect the other way, or a change in a side signal; inactive = no such curve, though single readings can be large or run the other way; the % refers to the polarisation;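 note: polarization taken with two DNA probes labelled with fluorescein and Texas red; potency is the fitted concentration of half-maximal effect; % of control where 0% means no effect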
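His-tagged ERG Ets domain (1 uM in the protein solution; 300mM KCl, 50mM Tris-HCl, 1mM EDTA, 1mM DTT, pH 7.5) received compound, then a probe mix of 5 nM fluorescein-DNA and 100nM Texas-615-DNA. Fluorescence polarization was read for both dyes.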
TRHR agonist: TRH receptor (human) agonism. AID 493084. activation, % at 2 µM. 360,000 compounds, 0.18% hits. TRHR cells, calcium flux fluo-8, FDSS agonist mode; in the data active = activation above about 30%; note: 0% is about no effect
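Agonist-mode FDSS calcium read (Ex 480/Em 530, 1 s cycles) in 1536-well TRHR cells with fluo-8 dye, after 10-cycle baseline and 23 nL compound addition; TRH at EC20 (10 nM final) added afterwards for the enhancer phase.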
* hit, by the source's call; ? = inconclusive; . = not tested or not shown; [ ] = remark or other dose. Unless noted, calls come from the whole dose curve; as a rule, active = well fitted curve in the direction sought with a large enough effect; inconclusive = small, poorly fitted or top-dose-only effect, or another doubt; inactive = no such curve, though single readings can be large; an effect the other way counts as inactive or inconclusive. These rows are one share of the data; the hit share may differ from the screen's.

mol | Pol kappa inh | POLB inh | ALOX12 inh | POLI inh | APEX1 inh | Anesthetic bind | BLM inh | ERG-DNA inh | TRHR agonist
Cc1ccc(C(=O)N/N=C\C=C\c2ccc(Br)cc2)cn1 | -11% | ? | -1% | -25% | 16% | -6% | -6% | 16% | 0.0
CC1(C)Oc2ccc(C(=O)NC3CCCCC3)cc2N(CC#N)C1=O | 3% | 29% | -19% | 11% | 14% | -14% | 1% | 3% | -0.4
CCOC(=O)c1c(C)[nH]c(C)c1C(=O)COC(=O)CNC(=O)c1ccc(OCC)cc1 | -5% | -13% | ? | ? | 0% | -14% | -1% | -17% | -1.8
Cc1ccc(S(=O)(=O)N2CCN(C(=O)COC(=O)COc3cccc(C(F)(F)F)c3)CC2)c(C)c1 | -10% | . | 4% | -9% | 10% | . | . | -2% | .
COc1ccccc1OCC(=O)N(Cc1nnc(-c2ccccc2Cl)o1)C1CC1 | 1% | . | 3% | 28% | 16% | . | . | -2% | -1.3
NS(=O)(=O)c1ccc(CNC(=O)Cc2c(F)cccc2Cl)cc1 | -3% | 10% | 7% | 38%[activator] | -3% | -7% | -6% | 6% | 0.2
CCSc1nn(CC(=O)Nc2cccc(CC)c2)c(N)c1S(=O)(=O)c1ccccc1 | 2% | 4% | ? | -12% | . | 5% | -13% | -9% | 0.1
N#Cc1c(N)sc2c1CCN(C(=O)OCc1ccccc1)C2 | -6% | 1% | ? | 0% | 0% | ? | -13% | . | 0.1
CN(C)c1cccc(C(=O)OCC(=O)NC(=O)NCc2ccccc2)c1 | -10% | . | -6% | -5% | 13% | . | . | -4% | .
COC(=O)[C@@]1(Cc2ccc(F)cc2)[C@H]2c3cc(C(=O)N4CCCC4)n(CCc4c[nH]c5ccccc45)c3C[C@H]2CN1C(=O)c1ccccc1 | . | . | ? | . | ? | -11% | -11% | . | .
CN1CCc2ccc(NC(=O)c3ccc(C(F)(F)F)cc3)cc2C1 | 5% | 42% | -3% | 20% | -4% | -7% | -1% | -5% | 0.7
CCCSc1nnc(-c2c[nH]c3ccccc23)n1C | 4% | 20% | 8% | -7% | -3% | ? | 1% | 20% | -0.4
CC(=O)Nc1ccc2nc(SCC(=O)N3CCOCC3)sc2c1 | -21% | 14% | 2% | 7% | -2% | -6% | -2% | 0% | 0.4
CCN(c1ccccc1)c1nnc(NC(=O)Nc2cccc(Cl)c2C)s1 | ? | -9% | -3% | 74%[activator] | . | -11% | -4% | 0% | -0.2
O=C(NCC(c1ccco1)N1CCCC1)c1cccc(S(=O)(=O)Nc2ccc(F)cc2)c1 (stereo not drawn) | -10% | . | ? | -19% | -2% | . | . | 15% | -0.2

Arranged by heavy-atom count (rising): part of the list above
mol | Pol kappa inh | POLB inh | ALOX12 inh | POLI inh | APEX1 inh | Anesthetic bind | BLM inh | ERG-DNA inh | TRHR agonist
CC(=O)Nc1ccc2nc(SCC(=O)N3CCOCC3)sc2c1 | -21% | 14% | 2% | 7% | -2% | -6% | -2% | 0% | 0.4
CN1CCc2ccc(NC(=O)c3ccc(C(F)(F)F)cc3)cc2C1 | 5% | 42% | -3% | 20% | -4% | -7% | -1% | -5% | 0.7
CC1(C)Oc2ccc(C(=O)NC3CCCCC3)cc2N(CC#N)C1=O | 3% | 29% | -19% | 11% | 14% | -14% | 1% | 3% | -0.4
COc1ccccc1OCC(=O)N(Cc1nnc(-c2ccccc2Cl)o1)C1CC1 | 1% | . | 3% | 28% | 16% | . | . | -2% | -1.3
CCOC(=O)c1c(C)[nH]c(C)c1C(=O)COC(=O)CNC(=O)c1ccc(OCC)cc1 | -5% | -13% | ? | ? | 0% | -14% | -1% | -17% | -1.8
O=C(NCC(c1ccco1)N1CCCC1)c1cccc(S(=O)(=O)Nc2ccc(F)cc2)c1 (stereo not drawn) | -10% | . | ? | -19% | -2% | . | . | 15% | -0.2
COC(=O)[C@@]1(Cc2ccc(F)cc2)[C@H]2c3cc(C(=O)N4CCCC4)n(CCc4c[nH]c5ccccc45)c3C[C@H]2CN1C(=O)c1ccccc1 | . | . | ? | . | ? | -11% | -11% | . | .

Other structures.
mol | Pol kappa inh | POLB inh | ALOX12 inh | POLI inh | APEX1 inh | Anesthetic bind | BLM inh | ERG-DNA inh | TRHR agonist
CCN(CC)Cc1c(C(=O)OC(C)C)nnn1-c1nonc1N | -3% | 45% | 3% | -4% | -1% | -21% | -1% | -1% | 0.0
O=C(N/N=C/c1cccnc1)c1cccs1 | 5% | 3% | 0% | 17% | -2% | -3% | -6% | -14% | 0.6
Cc1ccc(C(=O)CSc2nnc(CNc3ccc(C)cc3C)o2)cc1 | -13% | 9% | 0% | 18% | 14% | -12% | -1% | -4% | 0.8
CC(C)NC(=O)c1cc2c(=O)n3ccccc3nc2s1 | -6% | -14% | 71%[activator] | 9% | 29% | 1% | -3% | -3% | 0.4
CC(C)(C)NC(=O)c1cnn(-c2ccccc2)c1C1CCN(C(=O)OC(C)(C)C)CC1 | -8% | -17% | -21% | 7% | . | -17% | -3% | -7% | 1.4
Cc1cc(C(=O)CSc2nnnn2C)c(C)n1Cc1ccco1 | -7% | ? | 4% | 79µM* | ? | 4% | -15% | -7% | -1.1
COc1cccc(-c2nc3c(c(SCC(=O)Nc4cc(C)ccc4C)n2)Cc2c(CO)cnc(C)c2O3)c1 | -6% | 17% | 4% | -24% | . | -5% | -3% | 8% | -2.2
CCOC(=O)c1ccc(NC(=O)C2CC(=O)Nc3nc4ccccc4n32)cc1 (stereo not drawn) | -5% | -2% | -5% | 33%[activator] | -2% | -5% | 2% | -4% | 0.6
Cc1ccc(S(=O)(=O)NC(=O)COc2ccc([N+](=O)[O-])cc2)cc1 | -15% | 2% | -2% | 4% | -10% | -2% | -1% | -6% | 0.5
Cc1oc2ncn(CC(C)C)c(=O)c2c1C(=O)NCc1cccc(Cl)c1 | 2% | 0% | -14% | 23% | . | -14% | -2% | -2% | 0.9
CCN(CC)S(=O)(=O)c1cccc(C(=O)OCC(=O)C23CC4CC(CC(C4)C2)C3)c1 | -21% | 3% | -24% | 12% | -6% | -17% | -5% | -5% | 0.5
Cc1cc(C)cc(OCC(=O)Nc2cccc(-c3nnc(-c4ccco4)o3)c2)c1 | 3% | -2% | 8% | -13%[58.9 µM] | -2% | -11% | -3% | 3% | 0.7
CCC(C)/C(C)=N/NC(=O)c1ccccc1OCCOc1ccccc1 (stereo not drawn) | -4% | 14% | 5% | 2% | -6% | -3% | -1% | 5% | 0.7
COc1ccc(C(=O)N2CCC(n3c(C)nc4cc(F)ccc43)CC2)cc1 | -2% | 0% | 1% | 13% | -2% | -17% | -1% | -18% | 0.3
COc1ccc(C(=O)NC2CC2)cc1OC1CCN(Cc2ccc(F)cc2)CC1 | -8% | -3% | 5% | 18% | 16% | -4% | -2% | -3% | 0.4
CC(=O)c1ccc(NC(=O)Cc2ccsc2)cc1 | 0% | 5% | -26% | 13% | 16% | 6% | 2% | 9% | -0.8
COc1ccc(/C=c2\s/c(=C(/C#N)C(=O)NCc3ccco3)n(-c3ccccc3)c2=O)cc1 | 1% | 2% | -24% | 53%[activator] | 3% | 1% | -2% | 7% | 0.5
COc1cc(C(=O)NNC(=O)c2ccccc2Br)ccc1OCC(=O)N1CCOCC1 | -10% | . | -3% | 17% | -8% | . | . | 9% | -0.3
CCCC(c1nnnn1CC1CCCO1)N1CCN(c2cc(Cl)ccc2C)CC1 (stereo not drawn) | -10% | -21% | ? | -4% | 1% | 32%[activator] | -8% | 7% | 0.0
COc1cc(NC(=O)C2CCCN(S(=O)(=O)c3ccc4c(c3)CCCN4C(C)=O)C2)cc(OC)c1 (stereo not drawn) | -15% | 3% | 12% | -2% | -14% | 3% | -3% | 4% | 0.2
CC1=CCC2(CO)COC(c3ccccc3O)C1C2 (stereo not drawn) | -5% | 1% | 140%[activator][57.4 µM] | -8% | 2% | ? | 0% | -4% | -0.5
COC(=O)c1ccc(COC(=O)C2CCN(S(=O)(=O)c3c(Cl)cccc3Cl)CC2)o1 | -6% | . | 1% | 5% | 5% | . | . | -1% | 0.4
Cc1ccc2c(=O)c(C(=O)c3cccc(Cl)c3)cn(CC(=O)Nc3ccc4c(c3)OCCO4)c2n1 | -14% | -20% | -24% | ? | . | ? | -2% | 11% | 0.3
CCOC(=O)C1=C(C)NC(=O)NC1c1c(C)nn(-c2ccccc2)c1Cl (stereo not drawn) | -6% | -1% | ? | ? | -11% | -11% | -4% | 2% | -0.2
COc1ccc(-c2cc(C(F)(F)F)n3nc(C)cc3n2)cc1 | 0% | 9% | 9%[57.4 µM] | -7% | 2% | -4% | 1% | 22% | -0.8
CCOC(=O)C1=C(NC(=O)c2ccc(Br)o2)Nc2ccccc2N=C1 | -2% | 34% | 0% | 8% | 11% | -16% | -3% | 10% | -1.2
COC(=O)c1cnn(C(=O)c2ccccc2Br)c1N | -10% | 36% | 16% | -8% | -2% | -10% | 1% | -13% | 0.2
COc1ccc(CCNC(=O)CN2c3cccc4cccc(c34)S2(=O)=O)cc1 | -12% | . | 2% | 24% | 11% | . | . | -5% | -0.3
O=C(NCc1ccc(F)cc1)c1ccc[nH]1 | -1% | 10% | 12% | 30%[activator] | 4% | ? | -2% | 4% | 0.6
